Screens from PubChem BioAssay.
ZTA counter: blocks Epstein-Barr virus ZTA, an EBNA-1 counter-screen; hit rate 0.15% among 320,000; inhibition, % at 11 µM; ZTA-DNA binding, fluorescence polarization; in the data active = inhibition above about 33%
Target sequence (P03206 whole entry, looked up): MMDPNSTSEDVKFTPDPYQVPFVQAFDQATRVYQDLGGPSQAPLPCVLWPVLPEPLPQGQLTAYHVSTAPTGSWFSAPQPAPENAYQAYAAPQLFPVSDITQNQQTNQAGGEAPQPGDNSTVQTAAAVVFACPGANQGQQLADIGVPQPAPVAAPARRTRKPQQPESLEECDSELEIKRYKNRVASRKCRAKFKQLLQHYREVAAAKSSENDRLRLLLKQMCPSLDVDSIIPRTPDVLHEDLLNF
CR mimetic SO: lowers age-related superoxide in aged yeast cells | S. cerevisiae aged cells, superoxide DHE fluorescence; stronger effect = lower value | AID 2690 | superoxide response (% of plate mean), % at 10 µM | hit rate 0.18% among 330,000;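 active = superoxide response under a set limit, about three screen SD below normal, cut at about 65% in these data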;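 also: yeast aged for seven days with compound at 30 °C before DHE staining; 100% = average MFI of all compound-treated wells on the plate with controls excluded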
BCLXL inh: inhibitors of human Bcl-xL | GST-Bcl-xL / FITC-Bim BH3 peptide fluorescence polarization | inhibition, % at 10.9 µM | AID 2129 | Q07817 | hit rate 0.7% among 320,000;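 active = inhibition above the mean of all tested compounds plus 3 SD, cutoff set per campaign, cut at about 30% in these data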;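 also: 0% = DMSO wells and 100% = unlabeled Bim-BH3 peptide competitor; inhibitors lower millipolarization by displacing the labeled peptide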
Target sequence (Q07817 whole entry, looked up): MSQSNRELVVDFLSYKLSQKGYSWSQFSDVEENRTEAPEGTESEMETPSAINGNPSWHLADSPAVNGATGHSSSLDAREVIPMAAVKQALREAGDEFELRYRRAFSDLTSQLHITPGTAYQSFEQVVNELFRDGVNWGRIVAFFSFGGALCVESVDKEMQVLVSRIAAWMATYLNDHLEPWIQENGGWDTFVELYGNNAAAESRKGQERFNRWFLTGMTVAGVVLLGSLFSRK
Efflux pump mplx: antifungal efflux pump inhibition, Nile Red retention. hit rate 0.44% among 330,000. inhibition, % at 10 µM. AID 485275. S. cerevisiae Candida pump triplex;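 active = plate passing quality check with inhibition over a set limit, or well fluorescence over plate mean plus 4 SD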;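 also: Nile Red retained in pooled yeast measured as flow cytometry median fluorescence; 0% = buffer negative control and 100% = Enniatin B positive control; higher means more Nile Red kept so more efflux inhibition; some compounds called inactive have numbers as strong as hits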
MCL1 BIM primary: disrupts human MCL1 binding to BIM-BH3 peptide. Q07820. GST-MCL1 / FITC-Bim-BH3 fluorescence polarization. inhibition, % at 10.9 µM. hit rate 0.68% among 320,000;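 active = inhibition above the mean inhibition of all tested compounds plus 3 SD, set per campaign, cut at about 40% in these data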;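 also: 0% = DMSO wells and 100% = unlabeled Bim-BH3 peptide control; higher means more loss of mP so more displacement of Bim peptide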
GLD-1 TGE inh: GLD-1-TGE RNA interaction inhibition (C. elegans); purified GLD-1 + fluorescein TGE RNA, fluorescence polarization; Q17339; AID 2280; inhibition, % at 5.96 µM; hit rate 0.44% among 320,000;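 active = percent inhibition above a per-plate cutoff, the plate mean of test compounds plus 3 SD, cut at about 30% in these data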;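 also: 0% = DMSO wells with GLD-1 and probe and 100% = wells lacking GLD-1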
Target sequence (Q17339 whole entry, looked up): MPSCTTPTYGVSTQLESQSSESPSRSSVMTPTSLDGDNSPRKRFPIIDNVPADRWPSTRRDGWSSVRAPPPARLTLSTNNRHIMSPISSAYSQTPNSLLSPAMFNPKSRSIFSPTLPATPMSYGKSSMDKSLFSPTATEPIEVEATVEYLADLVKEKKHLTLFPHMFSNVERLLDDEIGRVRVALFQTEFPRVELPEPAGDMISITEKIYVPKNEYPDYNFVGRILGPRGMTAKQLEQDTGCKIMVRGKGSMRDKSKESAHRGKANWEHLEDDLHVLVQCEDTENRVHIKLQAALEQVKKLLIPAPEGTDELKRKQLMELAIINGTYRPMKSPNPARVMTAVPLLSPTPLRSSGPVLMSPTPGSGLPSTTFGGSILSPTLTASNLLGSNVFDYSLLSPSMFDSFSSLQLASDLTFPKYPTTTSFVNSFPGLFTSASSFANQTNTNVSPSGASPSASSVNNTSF
MEX-5 binding: C. elegans MEX-5 TCR-2 RNA binding activity; MEX-5/FITC-TCR2 RNA binding, fluorescence polarization; stronger effect = lower value; activity score (negative = inhibition of binding), % at 10 µM; hit rate 0.38% among 300,000; AID 1832;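 active = inhibition past about -25% in most replicates, and total fluorescence under double the plate's negative control median, limit read from the data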;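 also: 0% = DMSO and -100% = 5 µM competing unlabeled TCR2 RNA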
Fam108B counter: counter-screen for RBBP9 inhibitors: inhibitors of mouse Fam108B; recombinant Fam108B, FP-Rh probe fluorescence polarization; hit rate 0.33% among 300,000; inhibition, % at 9.51 µM; AID 1947;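 active = inhibition above the screen mean inhibition plus 3 SD, computed separately per campaign, cut at about 18% in these data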;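 also: inhibitors lower polarization as less probe binds the enzyme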
EBNA-1 inhibitor: blocks EBNA-1 binding to DNA; EBNA-1 DNA binding, fluorescence polarization; inhibition, % at 14.8 µM; hit rate 0.34% among 300,000; in the data active = inhibition above about 28%
Starred values were filed as active, the others as inactive; . = not tested or not shown.

smiles	CR mimetic SO	EBNA-1 inhibitor	GLD-1 TGE inh	Efflux pump mplx	MCL1 BIM primary	ZTA counter	MEX-5 binding	BCLXL inh	Fam108B counter
CC1=C(C(=O)OCc2ccc([N+](=O)[O-])cc2)N2C(=O)C(NC(=O)Cc3ccccc3)C2SC1 (stereo not drawn)	101	-6	-6	0.0	1	-16	2.6	-3	-8
Cn1cnnc1SC1CCCCC1NS(=O)(=O)c1ccc(Cl)cc1 (stereo not drawn)	85	6	2	0.0	0	0	1.6	4	3
COc1cc(C2Nc3ccccc3C(=O)N2c2ccccc2)ccc1O (stereo not drawn)	88	0	5	-0.1	6	9	0.8	2	-3
COc1ccc(OC)c(NC(=O)C2=C(C)NC(=O)NC2c2cccs2)c1 (stereo not drawn)	95	3	5	-0.1	1	-3	.	0	2
O=C(CCc1nnc2ccc(NCc3ccccc3)nn12)NC1CCCC1	94	5	1	-0.3	15	3	1.5	10	2
COc1ccc(NC(=S)NCCCN2CCOCC2)cc1	97	8	6	0.2	4	7	0.8	2	-2
CCOC(=O)CSc1nc(N)nc(C)c1Br	105	5	3	0.0	4	13	-0.9	3	3
COC1CCN(C(=O)c2cc(COc3ccc(-n4cncn4)cc3)on2)CC1	119	-1	-1	0.2	-1	-7	0.5	3	-1
O=C(Nc1ccccc1)/C(=C\c1ccc(F)cc1)NC(=O)c1ccco1	107	2	1	-0.1	-5	-22	0.9	2	-1
O=c1c(Cc2ccc(F)cc2)c(O)ccn1CC1CCCO1 (stereo not drawn)	99	2	3	-0.3	4	7	2.2	2	0
NS(=O)(=O)c1ccc(CNC(=S)Nc2ccc(F)c(Cl)c2)cc1	95	-2	3	-0.2	13	-9	-0.9	6	0
COc1cccc(/C=C/C(=O)OCC(=O)NCCC2=CCCCC2)c1	84	8	8	0.0	-4	-17	-1.0	5	8
BrC(=C\c1ccccc1)/C=N/N1CCN(Cc2ccccc2)CC1	87	-1	-4	-0.1	-6	9	0.8	-3	3
C(=N\Nc1nc2ccccc2s1)/c1cccs1	95	6	-1	-0.2	6	13	1.5	3	9
N#CCSc1nnc(Cc2cccs2)n1C1CCCCC1	106	0	-3	0.0	-3	-26	0.8	-4	0
COc1cc(S(=O)(=O)Nc2cc(C)cc(C)c2)ccc1F	114	-4	2	-0.1	0	0	-0.7	4	-2

Full records as entered above:
Listed for `COc1cccc(/C=C/C(=O)OCC(=O)NCCC2=CCCCC2)c1` = CR mimetic SO: 84; EBNA-1 inhibitor: 8; GLD-1 TGE inh: 8; Efflux pump mplx: 0.0; MCL1 BIM primary: -4; ZTA counter: -17; MEX-5 binding: -1.0; BCLXL inh: 5; Fam108B counter: 8
Listed for `COc1cc(S(=O)(=O)Nc2cc(C)cc(C)c2)ccc1F` = CR mimetic SO: 114; EBNA-1 inhibitor: -4; GLD-1 TGE inh: 2; Efflux pump mplx: -0.1; MCL1 BIM primary: 0; ZTA counter: 0; MEX-5 binding: -0.7; BCLXL inh: 4; Fam108B counter: -2

Later entries.
smiles	CR mimetic SO	EBNA-1 inhibitor	GLD-1 TGE inh	Efflux pump mplx	MCL1 BIM primary	ZTA counter	MEX-5 binding	BCLXL inh	Fam108B counter
CC(CCc1ccccc1)NC(=O)CNC(=O)COc1ccccc1 (stereo not drawn)	92	11	0	-0.2	-2	-10	-0.8	4	0
Cc1cc(C(=O)COC(=O)CNC(=O)c2ccc(Cl)c(Cl)c2)c(C)n1Cc1ccco1	99	7	7	0.1	2	10	0.7	4	-4
CC(=O)c1ccc2oc3ccccc3c(=O)c2c1	98	9	1	0.0	3	13	-4.0	2	-1
Cc1cc(/C=C(\C#N)C(=O)NCCc2c[nH]c3ccccc23)c(C)n1C	89	-5	2	-0.1	-32	-4	-4.2	-3	1
CCCNC(=O)c1nn2cc(Br)cnc2c1Br	81	-8	4	0.0	6	0	-2.1	2	3
Cc1cccc(NC(=O)c2cc(-c3cc(C)cc(C)c3O)n[nH]2)c1	95	12	10	0.1	6	-2	2.7	3	-4
O=[N+]([O-])c1ccc(S(=O)(=O)N2CCN=C2SCc2cccnc2)cc1	132	7	0	-0.1	-3	-1	0.9	3	1
CC1(C)Cc2ccccc2-c2nnc(SCC(=O)N3CCc4ccccc43)n21	111	-14	6	0.0	-15	-12	-2.3	-6	-4
COc1c(C)cc(Br)cc1C(=O)Nc1ccc(Cc2ccncc2)cc1	98	-3	-1	0.5	5	-4	1.9	-1	-4
CCOC(=O)N1CCC(NC(=O)Cn2cccc2C(=O)c2ccccc2)CC1	116	-7	7	0.0	-3	7	0.1	-1	-5
CCCC(=O)NC(=S)Nc1ccc(NC(=O)C(C)C)c(OC)c1	91	-2	-2	-0.1	7	-6	1.6	-1	3
COCCN(C(=O)COC(=O)c1oc2ccc(OC)cc2c1C)c1c(N)n(Cc2ccccc2)c(=O)[nH]c1=O	86	5	4	-0.3	-14	-2	-0.3	-2	0
CC(C)Cn1c2c(c(O)c(C(=O)Nc3nccs3)c1=O)CCCC2	101	-12	-2	0.0	-1	3	4.0	-1	3
O=C(Nc1cccc(F)c1)C1CCCN(S(=O)(=O)c2cnc[nH]2)C1 (stereo not drawn)	79	3	-5	0.1	-1	-1	.	-2	2
O=C(O)CCN1C(=O)C2C3C=CC(C3)C2C1=O (stereo not drawn)	107	-2	-3	0.1	3	-8	-1.6	-2	1
Cc1ccccc1/C=C\c1nc2ccccc2c(=O)n1Cc1ccccc1	92	4	1	0.1	5	-9	-0.4	4	-5
CCOc1ccccc1N(CC(=O)NC1CCCCC1)S(=O)(=O)c1ccc(C)cc1	97	-1	6	0.1	2	-16	-0.1	1	0
O=C(COC(=O)CN1C(=O)C2CCCCC2C1=O)NNC(=O)c1ccc(Cl)cc1 (stereo not drawn)	96	3	-2	0.0	-3	-4	-1.0	-2	1
O=C(Cc1ccccc1)Nc1c(C(=O)N2CCCCCC2)cnn1-c1ccccc1	97	7	5	0.3	5	7	-0.2	0	0
Cc1ccccc1NC(=O)CSc1nnc(-c2ccco2)c(-c2ccco2)n1	110	3	5	-0.3	52*	10	-6.2	27	7
NC(=O)c1nsc(C(=O)N(c2ccc(F)cc2)C(C(=O)NCC2CCCO2)c2c[nH]c3ccccc23)c1N (stereo not drawn)	104	-1	-5	0.0	8	7	-0.7	1	-3
Cc1ccc(-c2nnn(CC(=O)N(Cc3ccco3)C(C(=O)NC(C)(C)C)c3ccncc3)n2)o1 (stereo not drawn)	101	-13	3	0.1	2	-7	-1.9	0	-1
CC(C)(C)N1C(=O)c2ccc(C(=O)Nc3ccc(O)cc3)cc2C1=O	94	7	-2	0.2	-6	19	0.2	3	-4
O=C(Oc1cccc(NC(=O)c2cccs2)c1)c1cccc(S(=O)(=O)N2CCCC2)c1	96	3	5	-0.1	2	7	-0.4	4	-21
CCCN1CCN(C(=O)Nc2cccc(C(F)(F)F)c2)CC1	101	2	9	-0.1	2	7	3.3	8	-4
COc1ccc(-n2c(N)c(C(=O)NCc3cccnc3)sc2=S)cc1	97	7	1	-0.2	-4	12	1.2	0	1
N#C/C(=C\Nc1ccc(Cl)cc1)S(=O)(=O)c1ccccn1	93	-5	-2	-0.2	6	2	-3.7	7	2
O=c1[nH]c2cc3c(cc2cc1CN(CCN1CCOCC1)C(=S)NCC1CCCO1)OCO3 (stereo not drawn)	101	1	4	-0.1	5	8	-1.4	5	6
COc1ccc(-n2c(N3CCN(C)CC3)nc3sc4c(c3c2=O)CCCCC4)cc1	102	-10	2	0.1	7	-15	3.1	-1	3
O=C(COc1ccccc1)Nc1ccccc1C(=O)NCc1ccco1	93	-34	-1	0.1	-5	2	0.5	7	-1
O=C(c1cc2nc(C3CC3)cc(C(F)(F)F)n2n1)N1CCCC1	92	-2	2	0.0	3	-10	1.5	6	1
O=C(COc1ccc(Br)cc1)NCCNC(=O)c1cccnc1	95	-2	-4	-0.4	-1	-14	0.2	3	8
COc1ccc(C2C(C#N)=C(N)Oc3c2c(C)nn3-c2ccccc2)cc1Cn1nc(C)c([N+](=O)[O-])c1C (stereo not drawn)	100	4	-1	0.0	8	16	-1.4	9	5
O=C(c1ccccc1)c1ccc(OCC(O)CNC2CCCc3ccccc32)cc1 (stereo not drawn)	106	-7	3	0.3	4	13	1.7	5	0
CCCCN1CN=C(Nc2nc3ccccc3o2)NC1	92	5	4	0.2	7	9	3.9	3	3
COc1ccccc1N1CCN(C(=O)c2ccc(NC(C)=O)cc2)CC1	103	-3	-2	0.0	-1	0	-1.2	0	-4
CCC(=O)NC(NC(=O)CC)C(Cl)Cl	111	2	-4	0.5	1	-4	-1.5	5	8
COc1ccccc1C(=O)NCCC(=O)NC1CCCCC1C (stereo not drawn)	112	-1	1	0.0	1	11	-0.6	1	0
CCOC(=O)N[C@H](Cc1c[nH]c2ccccc12)C(=O)NC1CC1	114	-2	0	0.0	-5	-13	-2.1	5	2
CCOC(=O)Cn1cc(/C=C/[N+](=O)[O-])c2ccccc21	126	-3	0	-0.1	-2	-14	0.5	4	2
COc1cccc(CNc2ccc(F)c(Cl)c2)c1O	111	6	2	-0.1	-9	5	0.1	-6	4
COc1ccc(-c2nc(NC(=O)c3nc4nccc(C)n4n3)sc2C)cc1	103	-8	2	1.0*	5	-1	0.1	-3	-3
Cc1ccc(NC(=S)N/N=C2/CCCc3c(C)cc(C)cc32)cc1	102	8	2	0.0	-3	-5	-0.9	2	-2
CC(=O)c1ccccc1NC(=O)CC1(CC(=O)O)CCCCC1	103	0	6	0.0	5	-10	0.7	5	-2
Cc1ccc2nc(C)cc(C(=O)N3CCCC(CO)(Cc4ccccc4C)C3)c2c1 (stereo not drawn)	96	0	-1	0.0	-2	6	-0.9	5	-4
O=C(CCC(=O)OCC(=O)c1ccc(Cl)cc1Cl)Nc1cccc2cccnc12	92	2	0	-0.2	4	4	-0.8	5	0
